12-LOX inh = Primary qHTS assay for inhibitors of human arachidonate 12S-lipoxygenase (ALOX12): Round 2. Potency, µM (top dose mostly 108 µM), inactives show top-dose activity change, negative = inhibition, usual class: inhibitors. 580,000 compounds, 1.1% hits. Polyunsaturated fatty acid lipoxygenase ALOX12 (Homo sapiens), P18054. purified 12hLO, xylenol orange hydroperoxide absorbance; active = well fitted inhibition curve with a large enough effect; inconclusive = small, poorly fitted or top-dose-only effect, or another doubt; inactive = no such curve, though single readings can be large or run the other way
Target sequence (P18054 whole entry, looked up): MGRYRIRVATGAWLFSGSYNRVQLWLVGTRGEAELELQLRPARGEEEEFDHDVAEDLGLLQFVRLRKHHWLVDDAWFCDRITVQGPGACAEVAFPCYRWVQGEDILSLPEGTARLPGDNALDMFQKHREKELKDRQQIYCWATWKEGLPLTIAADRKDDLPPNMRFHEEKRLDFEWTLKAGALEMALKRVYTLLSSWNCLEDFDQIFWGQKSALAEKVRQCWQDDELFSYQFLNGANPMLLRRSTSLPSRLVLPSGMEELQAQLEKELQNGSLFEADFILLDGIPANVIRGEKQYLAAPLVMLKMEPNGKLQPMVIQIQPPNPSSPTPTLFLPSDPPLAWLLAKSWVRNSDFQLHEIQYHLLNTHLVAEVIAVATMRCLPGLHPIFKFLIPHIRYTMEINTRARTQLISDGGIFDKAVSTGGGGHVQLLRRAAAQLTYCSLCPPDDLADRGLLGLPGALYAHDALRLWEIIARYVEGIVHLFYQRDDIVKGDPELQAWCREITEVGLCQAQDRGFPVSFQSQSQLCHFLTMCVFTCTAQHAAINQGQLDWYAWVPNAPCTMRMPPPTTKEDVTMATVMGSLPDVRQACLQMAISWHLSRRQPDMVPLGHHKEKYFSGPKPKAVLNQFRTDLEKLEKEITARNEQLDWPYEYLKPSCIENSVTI
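Hydroperoxide product was detected by ferrous iron/xylenol orange as the 573 to 405 nm absorbance ratio. Arachidonic acid at 40 uM (final) was turned over for 30 min at room temperature by 150 nM human 12hLO, pH 7.0 Hepes buffer, after 15 min compound preincubation.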
Active calls of the source: *; [ ] = dose if it differs, or a comment. % is set by controls: 0 for no effect and ±100 for the full control effect; potency is the fitted concentration of half-maximal effect. The list is partial. The share of hits here may be higher or lower than overall.

Cc1cccc(N2CCN(C3C(=O)Nc4ccccc4-n4nnnc43)CC2)c1C (stereo not given) was read as 12-LOX inh -6%.
For COc1ccc2c(c1)cc(C(=O)NC(C)c1ccccc1)n2C (stereo not given) the results were 12-LOX inh inconclusive.
`CCOC(=O)N1CCN(C(C(=O)O)c2c[nH]c3ccc(C)cc23)CC1` (stereo not given) gave 12-LOX inh -7%.
`Cc1ccc(CNC(=O)CCC2CCN(S(=O)(=O)c3ccccc3)CC2)cc1` gave 12-LOX inh 1%.
`FC(F)(F)c1cccc(-c2cc3nc(NCCCn4ccnc4)ccn3n2)c1` gave 12-LOX inh 1%.
Screening O=C(NC1CC(c2nnc(CO)n2C2CC2)C1)c1ccc(F)cc1Cl (stereo not given) returned 12-LOX inh 10%.
`Cc1cc(C)n(CC(=O)N2CCC(c3nc(CCOCC4CCCC4)no3)C2)n1` (stereo not given) gave 12-LOX inh 12%.
Screening COc1ccccc1C(=O)N1CCC2(CC(C)=NO2)C1 (stereo not given) returned 12-LOX inh 30%[176 µM].
For Cc1c(C#N)c(NC(=O)CSc2nnnn2C2CC2)n(CC2CCCO2)c1C (stereo not given) the results were 12-LOX inh 16%.
CCN1C(=O)CCN(C(=O)NC)CC12CCOCC2 was read as 12-LOX inh 10%.
Cc1ccc(Cc2c(-c3cccc(Cl)c3)nc3c(C)cc(Br)cn23)cc1 was read as 12-LOX inh inconclusive.
CCCCOc1ccc2ccccc2c1/C=C(/C#N)c1nc2ccccc2[nH]1 was read as 12-LOX inh 3%.
For CCNC(=O)C1CCCN(C(=O)c2cc(OC)c(OC)c(OC)c2)CC1 (stereo not given) the results were 12-LOX inh 29%.
CCNc1c(NC(=O)c2cc(Cl)ccc2OC)c(=O)oc2ccccc12 was read as 12-LOX inh inconclusive.
O=C(c1ccc(F)cc1)N1CCC(c2n[nH]c(=O)n2-c2ccccc2)CC1 was read as 12-LOX inh 1%.
`COc1nc2nc(CC3CC3)n(C)c2cc1-c1cccc(NC(C)=O)c1` gave 12-LOX inh 29%[176 µM].
COC(=O)C1CCN(C(=O)CC[C@H]2CNC(=O)[C@@H]3[C@@H](CCN3Cc3cccc(Cl)c3)N2C)CC1 was read as 12-LOX inh 17%.
Screening CCC(=O)N1CCCN(Cc2ccc3c(c2)OCO3)c2ccccc21 returned 12-LOX inh inconclusive.
`CC[C@H](C)[C@H]1CNC(=S)N1CC1CCN(CCC(C)C)CC1` gave 12-LOX inh 7%.
Screening CNC(=O)c1cnn2c1CN(C(=O)c1cccnc1)CC2 returned 12-LOX inh 5%[12.5 µM].
O=C(CSc1nnnn1C1CCCC1)NCc1ccc(CN2CCOCC2)cc1 was read as 12-LOX inh 3%.
Screening CN(C)c1ccc(-c2nc3cnccn3c2NC2CCCC2)cc1 returned 12-LOX inh inconclusive.
COCCOC1CCN(S(=O)(=O)c2ccc(OC)cc2)CC1 was read as 12-LOX inh -3%.
`COC(=O)[C@@]12C[C@@H](CC(=O)NCc3ccc(OC)c(OC)c3)C(=O)N(Cc3cccc4ccccc34)C1=CCC(C)(C)C2` gave 12-LOX inh -2%.
Screening O=C(c1ccccc1Cl)N1CCCC(c2nn(-c3cccc(Cl)c3)c(=O)[nH]2)C1 (stereo not given) returned 12-LOX inh inconclusive.
Screening CN(C)C(=O)c1cccc(-c2cc(F)c3nc(N)sc3c2)c1 returned 12-LOX inh 43%[activator].
Screening COc1ccc(N2CN(CCCN(C)C)Cn3c2nc(C)c(C)c3=O)cc1 returned 12-LOX inh inconclusive.
`C[C@H](O)c1onc(-c2ccccc2)c1C(=O)NC1CCCCC1` gave 12-LOX inh 11%[176 µM].
COc1ccc(CN2C[C@H]3CN(Cc4ccc(C)cc4)CCN3C2=O)cc1 was read as 12-LOX inh inconclusive.
O=C1CC(c2ccc3c(c2)OCO3)c2c(n[nH]c2Nc2ccccc2)N1 (stereo not given) was read as 12-LOX inh 4%.
Screening O=C(NCc1ccccc1F)Nc1nnc([C@@H]2C[C@H](O)[C@@H](CO)O2)s1 returned 12-LOX inh -12%.
CCNC(=O)Cn1c(CO)cnc1SCc1ccccc1Cl was read as 12-LOX inh -17%.
For COc1cccc(Cn2cnc(-c3ccccc3OC)c2-c2cccnc2)c1 the results were 12-LOX inh -7%.
Screening O=C(NCC1CCCCC1)C1CCN(C(=O)c2ncn3c2COC(c2ccc(Cl)cc2)C3)CC1 (stereo not given) returned 12-LOX inh 23%.
`Nc1ccc(Sc2ccccc2Cl)cc1` gave 12-LOX inh inconclusive.
CCCNC(=O)C1(C)CCN(C(=O)c2cc(C)nn2C(C)(C)C)C1 (stereo not given) was read as 12-LOX inh 2%.
`Cn1cccc1CN1CCC2(C1)NC(=O)c1ccccc1CO2` (stereo not given) gave 12-LOX inh 17%[176 µM].
For CCCN(CC1CCOC1)S(=O)(=O)c1cc(F)ccc1F (stereo not given) the results were 12-LOX inh 32%[activator].
For COc1ccc(C2CC(c3ccccc3NS(C)(=O)=O)=NN2C(=O)c2cccs2)cc1 (stereo not given) the results were 12-LOX inh inconclusive.
`Cn1cc(C(=O)N2C[C@@H](C(=O)O)[C@H](c3cccc(F)c3)C2)c(=O)[nH]c1=O` gave 12-LOX inh 16%.

A draw from above in order of formula weight, largest number first:
`COC(=O)[C@@]12C[C@@H](CC(=O)NCc3ccc(OC)c(OC)c3)C(=O)N(Cc3cccc4ccccc34)C1=CCC(C)(C)C2` gave 12-LOX inh -2%.
Screening COc1ccc(N2CN(CCCN(C)C)Cn3c2nc(C)c(C)c3=O)cc1 returned 12-LOX inh inconclusive.
Screening O=C(NCc1ccccc1F)Nc1nnc([C@@H]2C[C@H](O)[C@@H](CO)O2)s1 returned 12-LOX inh -12%.
O=C1CC(c2ccc3c(c2)OCO3)c2c(n[nH]c2Nc2ccccc2)N1 (stereo not given) was read as 12-LOX inh 4%.
`Cn1cccc1CN1CCC2(C1)NC(=O)c1ccccc1CO2` (stereo not given) gave 12-LOX inh 17%[176 µM].
`Nc1ccc(Sc2ccccc2Cl)cc1` gave 12-LOX inh inconclusive.

(further entries)
For Cc1ccc2c(CSc3nncn3C)cc(=O)oc2c1 the results were 12-LOX inh inconclusive.
`O=C(CSc1nccnc1N1CCN(c2ccc(F)cc2)CC1)Nc1ccc(F)cc1` gave 12-LOX inh -11%.
CCc1cccc(NC(=O)c2ccc(Cn3ccn4nc5c(c4c3=O)CCCC5)cc2)c1 was read as 12-LOX inh 39%[activator].
C/C(=N/NC(=S)Nc1ccc(Cl)cc1)c1ccc(Br)cc1 was read as 12-LOX inh inconclusive.
Screening CC(C)n1cc(C(=O)N2C[C@@H](CN3CCOCC3)[C@@H](CO)C2)cn1 returned 12-LOX inh 10%.
`CN1C(=O)C2(CCCN(c3ncnc4[nH]ccc34)C2)c2ccccc21` (stereo not given) gave 12-LOX inh 39%[activator].
`COc1ccc(NC(=O)Cn2c(=O)n(-c3ccc(F)cc3)c(=O)c3c2cc(C)n3C)cc1` gave 12-LOX inh -8%.
CC(C)C(=O)N1CCCCCNC(=O)[C@@H]2CCCC[C@@H]21 was read as 12-LOX inh 43%[activator].
Screening CCC1(CC)Cc2ccccc2-c2nc(CN3CCCC3)[nH]c(=O)c21 returned 12-LOX inh -10%.
For Cc1ccccc1NC1(c2nnnn2-c2ccccc2C)CCCCC1 the results were 12-LOX inh 0%.
Screening CC1(C(=O)NS(=O)(=O)c2ccccc2)CCN1C(=O)C/C=C/c1ccccc1 (stereo not given) returned 12-LOX inh -20%.
Screening Oc1ccccc1CN1C[C@H](O)C[C@H]1c1nc(Cc2ccc(F)cc2Cl)no1 returned 12-LOX inh -13%[176 µM].
`O=C(O)c1cnc2ccc(Cl)cc2n1` gave 12-LOX inh -14%.
Cc1cccnc1CN1CCN(C(=O)Cn2nnnc2CN2CCCC2)CC1 was read as 12-LOX inh 81%[activator].
For COCc1c(C(=O)N2CCC(N(C)C)C2)cnn1-c1ncc2c(n1)-c1ccccc1CCC2 (stereo not given) the results were 12-LOX inh -15%.
CC(=O)NCc1ccc(C(=O)NC(c2ccccc2)C(C)C)cc1 (stereo not given) was read as 12-LOX inh inconclusive.
`Fc1ccc(NC(=S)N/N=C/c2ccc(C(F)(F)F)cc2)c(F)c1` gave 12-LOX inh -3%.
`COc1ccc(-c2noc([C@@H]3CCCN3C(=O)c3cc4ccccc4[nH]3)n2)cc1OC` gave 12-LOX inh 36%.
For C=C(C)COc1ccc2c(C)c(CC(=O)NCc3ccc4c(c3)OCO4)c(=O)oc2c1 the results were 12-LOX inh 6%.
CCOC(=O)NC(Nc1ccc(F)c(F)c1)(C(=O)OCC)C(F)(F)F (stereo not given) was read as 12-LOX inh 6%.
`CN(Cc1ccc(C2CC(=O)Nc3n[nH]c(C4CCC4)c32)o1)S(C)(=O)=O` (stereo not given) gave 12-LOX inh inconclusive.
CCOC(=O)c1cc2cc(CC)ccc2[nH]1 was read as 12-LOX inh 0%.
Screening COCCNc1ncccc1-c1noc([C@@H]2CCCN2Cc2ccc3c(c2)OCO3)n1 returned 12-LOX inh -15%[176 µM].
Screening O=C(NCc1ccccc1)C(c1cc2ccccc2o1)n1c(=O)c(-c2ccccc2)nc2ccccc21 (stereo not given) returned 12-LOX inh -22%.
Screening Clc1ccc(N/N=C/c2cccc(Br)c2)cc1Cl returned 12-LOX inh inconclusive.
`COc1ccc(OCC(=O)N2CCN(S(=O)(=O)c3ccc4c(c3)OCCO4)CC2)cc1` gave 12-LOX inh -25%.
`Cc1ccc(NC(=O)CN(C)C(=O)c2cc3cc(Cl)ccc3nc2C)cc1` gave 12-LOX inh inconclusive.
`Cc1[nH]c2ccc(C(=O)NCCNC(=O)c3ccc(C(F)(F)F)cc3)cc2c1C` gave 12-LOX inh -18%.
For Cc1ccccc1N(C)C1CN(Cc2cncs2)C1 the results were 12-LOX inh 61%[activator][176 µM].
Screening c1ccc(SC23CCCCN(CCC2)[C@]32CO2)cc1 (stereo not given in full) returned 12-LOX inh -6%.
For O=C1N[C@@H](Cc2cccs2)C(=O)N2CC[C@H](NS(=O)(=O)c3cccs3)C[C@@H]12 the results were 12-LOX inh 14%[176 µM].
For COCC(=O)N1CCN(C(=O)Nc2ccccc2)C[C@H]1C(=O)N[C@H](Cc1c[nH]c2ccccc12)C(N)=O the results were 12-LOX inh inconclusive.
Screening CCN(C(=O)C(=O)c1c(C)[nH]c2ccccc12)c1cccc(Cl)c1 returned 12-LOX inh 12%.
O=c1cc(O)c2sc3nc(C(F)(F)F)cc(C45CC6CC(CC(C6)C4)C5)c3c2[nH]1 was read as 12-LOX inh -28%.
CC(=O)Nc1ccc(OCC(=O)NCCc2cccs2)nc1 was read as 12-LOX inh 12%.
`O=S(=O)(c1ccc2nc(NC3CCCCC3)ccc2c1)N1CCCC1` gave 12-LOX inh 11µM*.
CN(C)C[C@@H]1CN(c2ccncn2)C[C@H]1NC(=O)c1ccc(Br)o1 was read as 12-LOX inh 59%[activator].
O=C(c1ccncc1)N1CCC2(CC1)NCCc1c2[nH]c2ccccc12 was read as 12-LOX inh 15%.
Cc1noc(C)c1C(=O)NC1CC(=O)N(Cc2cccc(F)c2)C1 (stereo not given) was read as 12-LOX inh 18%.
Screening CC(C)(C)NC(=O)C1CCN(c2oc(-c3ccco3)nc2C#N)CC1 returned 12-LOX inh inconclusive.
`COc1cc(C=C2CCC/C(=C\c3ccc(O)c(OC)c3)C2=O)ccc1O` gave 12-LOX inh inconclusive.
COc1ccc(NC(=O)N2C[C@@H]3C[C@H](C2)c2c(NC(=O)C4CCCCC4)ccc(=O)n2C3)cc1 was read as 12-LOX inh 10%.
COCCn1c(CN(C)Cc2sccc2C)cnc1S(=O)(=O)CC1CCCCC1 was read as 12-LOX inh 64%[activator].
`CO[C@H]1COCCN(C(=O)c2ccc(C#N)cc2)C1` gave 12-LOX inh 32%[activator][176 µM].
Screening O=C(CC1CCCC1)Nc1ccc2ncnc(N3CCCCC3)c2c1 returned 12-LOX inh 12%.
`O=C(NCc1nc(-c2ccccc2)no1)Nc1cccc2ccccc12` gave 12-LOX inh -24%.
For COC(=O)CCCNC(=O)c1ccc(C(F)(F)F)cc1 the results were 12-LOX inh 13%.
CCc1nc2ccc(C(=O)N(C)Cc3ccccc3)cn2c1N(CC)CCN(C)C was read as 12-LOX inh -17%.
`O=C(NCC(=O)N1CCN(Cc2c(F)cccc2Cl)CC1)c1cccs1` gave 12-LOX inh -14%.
Screening Cc1nc([C@@H]2CN(Cc3ccc(C(F)(F)F)cc3)C[C@H]2C(N)=O)n[nH]1 returned 12-LOX inh 41%[activator].
Screening CN1C(=O)CC(C(=O)O)C12CCN(C(=O)Nc1ccccc1)CC2 (stereo not given) returned 12-LOX inh 11%.
`Cc1ccccc1S(=O)(=O)N1C[C@@H](Oc2cccnc2)C[C@@H]1C(=O)N1CCOCC1` gave 12-LOX inh 10%.
`Cc1cc(C)c2c(CN3CCN(c4ccccc4F)CC3)cc(=O)oc2c1` gave 12-LOX inh inconclusive.
CN(C)[C@@H]1CO[C@H](CNC(=O)c2ccccc2)[C@H]1O was read as 12-LOX inh 21%[176 µM].
CCCCCNC(=O)CC(c1cccc(OC)c1OC)c1c[nH]c2c(CC)cccc12 (stereo not given) was read as 12-LOX inh inconclusive.
CCN(C)S(=O)(=O)NCC1CCN(c2cnn(C)c(=O)c2)C1 (stereo not given) was read as 12-LOX inh 0%.
For CC(=O)c1ccc(NC(=O)N2C[C@@H]3C[C@H](C2)c2ccc(NC(=O)c4ccc(F)cc4)c(=O)n2C3)cc1 the results were 12-LOX inh 33%.

4 records picked at random from the list so far:
For COC(=O)CCCNC(=O)c1ccc(C(F)(F)F)cc1 the results were 12-LOX inh 13%.
Screening O=C(CC1CCCC1)Nc1ccc2ncnc(N3CCCCC3)c2c1 returned 12-LOX inh 12%.
`COc1cc(C=C2CCC/C(=C\c3ccc(O)c(OC)c3)C2=O)ccc1O` gave 12-LOX inh inconclusive.
COc1ccc(NC(=O)N2C[C@@H]3C[C@H](C2)c2c(NC(=O)C4CCCCC4)ccc(=O)n2C3)cc1 was read as 12-LOX inh 10%.
